NCOA3 inh – human NCOA3 inhibition. Q9Y6Q9. HEK293 GAL4-SRC3 luciferase reporter, luminescence. inhibition, % at 3.6 µM. 360,000 tested, 0.17% active. AID 588352;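 active = inhibition above a per-campaign cutoff, the mean of all compounds plus 3 SD, cut at about 60% in these data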;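 note: 0% = DMSO-treated cells and 100% = gossypol-treated cells at 36 µM; higher means less SRC3-driven luciferase light from the GAL4 reporter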
TRAIL sens C8 – sensitizes caspase-8 expressing cells to TRAIL | NB7+C8 cells + TRAIL, ATPlite viability luminescence | inhibition (viability loss, TRAIL sensitization), % at 10 µM | 360,000 tested, 1% active | AID 624354;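 active = compounds causing at least 50% loss of cell viability in the single-dose screen, relative to plate controls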
TLR9-MyD88 inh – TLR9-MyD88 interaction inhibition | 340,000 tested, 0.21% active | inhibition, % at 4.98 µM | Q9NR96+Q99836 | CHO BLA complementation TLR9-MyD88, CCF4 FRET ratio;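 active = inhibition above the mean over all tested compounds plus 3 SD, cut at about 21% in these data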;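 note: 0% = DMSO only wells and 100% = clavulanate BLA inhibitor control wells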
Vif inh – HIV Vif inhibition; HEK293T cells, Vif self-association by quenched fluorescence, imaging, 24 h; inhibition, % at 7.49 µM; 340,000 tested, 0.35% active; in the data active = inhibition above about 50%, passing the limit was not always enough; note: some results filed as inactive read as strong as hits
TROY NFkB inh – inhibitors of TROY-dependent NF-kB signaling | Q293 LMP1-TROYcd NF-kB luciferase reporter, 4 h | inhibition, % at 10 µM | 360,000 tested, 0.98% active;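 active = compounds whose plate-normalised and pattern-corrected inhibition of the luciferase reporter signal at the single screening dose is 50% or more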
COUP-TFII inh – blocks human COUP-TFII nuclear receptor | P24468 | HEK293T NGFI-A luciferase reporter, luminescence | inhibition, % at 8.6 µM | 370,000 tested, 0.7% active | AID 686940;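 active = inhibition above a per-plate cutoff, mean inhibition of test wells between control levels plus 3 SD, cut at about 38% in these data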;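 note: cells cotransfected with COUP-TFII expression vector driving the NGFI-A reporter; 0% = median of COUP-TF2 test wells and 100% = reporter-only cells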
Target sequence (P24468 whole entry, looked up): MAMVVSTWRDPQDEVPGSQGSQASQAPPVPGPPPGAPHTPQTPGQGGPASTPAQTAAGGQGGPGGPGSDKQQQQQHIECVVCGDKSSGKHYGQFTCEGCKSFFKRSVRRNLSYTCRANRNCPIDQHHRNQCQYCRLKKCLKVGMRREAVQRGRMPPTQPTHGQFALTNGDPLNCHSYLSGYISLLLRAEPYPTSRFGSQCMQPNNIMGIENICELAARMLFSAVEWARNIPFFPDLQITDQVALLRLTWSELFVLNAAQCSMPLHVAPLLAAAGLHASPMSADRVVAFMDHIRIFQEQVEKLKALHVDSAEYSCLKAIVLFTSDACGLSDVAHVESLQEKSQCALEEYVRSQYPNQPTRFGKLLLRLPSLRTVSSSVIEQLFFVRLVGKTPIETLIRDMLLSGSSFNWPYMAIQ
LMP1 NFkB inh – Epstein-Barr LMP1 NF-kappaB reporter inhibition; LMP1-induced NF-kappaB luciferase reporter cells, luminescence; inhibition, % at 12.5 µM; 350,000 tested, 0.69% active; AID 504558; in the data active = inhibition above about 41%;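 note: 0% = neutral control wells and 100% = reference inhibitor control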
NCOA1 inh – inhibits human SRC1 coactivator; Q15788; HEK293 GAL4-SRC1 luciferase reporter, luminescence; inhibition, % at 3.6 µM; 360,000 tested, 0.12% active;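 active = inhibition above the campaign mean plus 3 SD, with each screening campaign given its own cutoff, cut at about 60% in these data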;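 note: 0% = DMSO treated cells and 100% = gossypol at 36 µM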
NOD2-RIPK2 inh – NOD2-RIPK2 protein interaction inhibition; AID 624267; inhibition, % at 4.98 µM; O43353; CHO BLA complementation NOD2-RIPK2, CCF4 ratio; 360,000 tested, 0.38% active; in the data active = inhibition above about 21%;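 note: 0% = vehicle only and 100% = reference blocker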
SRC2 inh – human SRC2 (NCOA2) inhibition; Q15596; HEK293 GAL4-SRC2 luciferase reporter, luminescence; inhibition, % at 9 µM; 370,000 tested, 0.17% active;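 active = inhibition above the mean inhibition of all tested compounds plus 3 SD, set per campaign, cut at about 52% in these data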;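 note: 0% = DMSO treated cells and 100% = cells given Gossypol at 36 µM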
NR5A2 inv ag – inverse agonists of human LRH-1 (NR5A2). AID 602396. inhibition, % at 3.6 µM. 360,000 tested, 0.13% active. HEK293T StAR-luciferase reporter, LRH-1 transfected, 24 h;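 active = inhibition above the mean inhibition of all tested compounds plus 3 SD, cut at about 73% in these data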;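 note: 0% = DMSO wells and 100% = reporter-only cells lacking LRH-1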
Target sequence (O00482 whole entry, looked up): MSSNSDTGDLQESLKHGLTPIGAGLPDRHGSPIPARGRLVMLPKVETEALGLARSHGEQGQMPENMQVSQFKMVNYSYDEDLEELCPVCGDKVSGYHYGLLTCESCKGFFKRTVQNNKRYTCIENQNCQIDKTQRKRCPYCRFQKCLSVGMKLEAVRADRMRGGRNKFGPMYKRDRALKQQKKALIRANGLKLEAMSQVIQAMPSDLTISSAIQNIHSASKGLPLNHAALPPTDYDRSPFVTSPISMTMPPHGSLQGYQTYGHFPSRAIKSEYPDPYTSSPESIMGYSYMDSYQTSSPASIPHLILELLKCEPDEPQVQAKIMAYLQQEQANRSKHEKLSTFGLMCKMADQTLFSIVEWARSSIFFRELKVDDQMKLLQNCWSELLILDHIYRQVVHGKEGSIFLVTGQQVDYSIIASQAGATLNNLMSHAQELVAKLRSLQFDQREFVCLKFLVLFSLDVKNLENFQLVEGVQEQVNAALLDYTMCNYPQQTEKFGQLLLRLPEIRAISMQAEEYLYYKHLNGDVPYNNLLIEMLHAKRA
An asterisk follows results filed as active; x = no result given; & = joins results of further samples. A portion of the library; count on the stated rates, not on these rows.

Screens in order: NCOA3 inh, TRAIL sens C8, TLR9-MyD88 inh, Vif inh, TROY NFkB inh, COUP-TFII inh, LMP1 NFkB inh, NCOA1 inh, NOD2-RIPK2 inh, SRC2 inh, NR5A2 inv ag
> Cc1cc(C)c2cc3c(ccn3C3OC[C@H](O)[C@H](O)[C@H]3O)cc2n1 (some centres undefined)
  8, -14, 2, 5, -11, 6, -6, -13, -5, -7, 3
> COc1cc(/C=C2/SC(=S)NC2=O)ccc1OS(=O)(=O)c1ccc(C)cc1
  22, 9, 4, -1, 59*, x, 1, -8, -6, x, 31
> Cc1coc2c(C)c3oc(=O)c(CCC(=O)NCCCN4CCOCC4)c(C)c3cc12
  16, 10, -8, -2, -12, 10, -1, -10, -1, -7, -1
> CCOC(=O)c1ccc(S(=O)(=O)N2CCN(C(=O)c3cc4ccccc4o3)CC2)cc1
  6, 13, -5, -5, 14, -4, 5, -26, 6, 3, 10
> Cc1nc2cc(NCc3cccs3)ccc2n1C
  -59, 3, 9, -3, -36, -51, -9, -49, -14, -63, -95
> Cc1cc(C)cc(C(=O)NC(CC(N)=O)c2ccc(NCCN3CCOCC3)c([N+](=O)[O-])c2)c1 (centres undefined)
  4, 13, -3, -1, 1, 0, 4, 10, -9, -4, 12
> C=CCn1c(SCC(N)=O)nc2sc3c(c2c1=O)CCC3
  -1, -4, 9, -3, 0, -7, -17, 11, 6, -8, -6
> c1cc(CNCCN2CCNCC2)ccn1
  -11, -4, -3, -8, -3, -1, 7, 15, -3, 13, 18
> N#C/C(=C\c1ccccc1OCc1ccc(C(=O)O)cc1)c1ccccc1
  4, -4, 4, 7, -39, 9, -3, -2, 3, -31, 10
> CC(C)(C)c1ccc(C(=O)NNC(=O)c2cccc(Br)c2)cc1
  -51, 1, -1, 3, -18, -6, -48, -38, 7, -11, 12
> CCC(c1nnnn1C1CCCCC1)N1CCN(C(=O)c2ccco2)CC1 (centres undefined)
  -11, -19, -9, 5, -14, -3, 14, -2, 5, -18, -5
> CCOCCCNC(=S)N1CCC(C(=O)c2ccc(C)cc2)CC1
  21, -2, 5, -3, -9, 20, -1, 9, -13, -14, 7
> CC(=O)c1cccc(OCc2cc(C(=O)N3CCSCC3)no2)c1
  -83, -13, 2, 5, -36, -36, -28, -134, 5, -63, -104
> CCOC(=O)NC(Nc1ccc(OC)cc1)(C(F)(F)F)C(F)(F)F
  3, 4, -11, 15, 6, -5, -11, 3, -1, 5, 0
> CCC(=O)Nc1nc(OC)cc(OC)n1
  14, -10, -3, -1, 3, -12, -6, -12, -7, -14, -16
> Brc1ccccc1-c1nnc(COc2cccc3cccnc23)o1
  -21, -5, 9, -3, 11, -16, -4, -8, 1, -29, -16
> Cc1ccc(-c2csc(NC3OC(=O)c4ccccc43)n2)cc1 (centres undefined)
  -15, -4, 5, 44, 6, -24, 12, -50, 3, -6, -28
> [O-][n+]1onc2c1CCc1c-2nc(-c2ccccc2)n1OCc1ccccc1
  5, -9, 7, 12, -34, 1, -3, 3, -8, 21, 0
> CCCCCC(=O)NC(NC(=S)N1CCOCC1)C(Cl)(Cl)Cl (centres undefined)
  8, 1, 0, -1, -5, 2, 2, 7, -8, -10, 5
> Cc1ccc(CNC(=O)COC(=O)CCC(=O)c2cccs2)cc1
  -7, 7, 1, 0, 0, -11, 0, 1, -2, 16, 0
> O=C(c1ccc2ccccc2n1)N(CCO)Cc1ccccc1
  -15, -1, 6, 0, -13, 16, -3, -3, 4, 5, 15
> Nc1cc(C(F)(F)F)ccc1C(=O)O
  -29, 5, -7, 2, -5, -10, -3, -3, -9, -10, -6
> Cc1ccc(S(=O)(=O)c2c(C)nn(C(C)(C)C)c2OC(=O)c2ccco2)cc1
  19, -8, 11, x, 23, 20, 9, -4, -10, -13, 34
> Cc1ccc(C(C[N+](=O)[O-])Sc2ccc(N)cc2)cc1 (centres undefined)
  19, 4, -6, 4, -36, -19, 4, 9, 2, -34, 3
> Cc1ccc(NC(=O)Cn2nnc(C(=O)NCc3ccccc3)c2N)cc1C
  19, 1, -5, 6, 7, -5, 7, 0, 2, -15, 15
> CCOc1ccc(C(C(=O)NCCC(C)C)N(CCO)C(=O)c2snc(C(N)=O)c2N)cc1 (centres undefined)
  -22, 0, -8, -3, 4, 7, 9, -10, -4, -15, -8
> CC1CN(C(=O)CCC(=O)NCc2ccc(Cl)cc2)c2ccccc2O1 (centres undefined)
  -1, -7, 7, 3, -2, 10, 4, 4, 0, 2, -4
> C[C@H](CCC(=O)O)[C@H]1CC[C@H]2[C@@H]3[C@H](O)C[C@@H]4C[C@H](O)CC[C@]4(C)[C@H]3C[C@H](O)[C@]12C
  -6&3&-11, -8&5&-9, -1&5&14, 0&-6&1, -14&5&1, -15&10&2, -46&3&1, -29&2&5, -14&-17&-16, 1&4&0, 15&-1&11
> CCc1c(C)nc(N)n2c(SCC(=O)N3CCCc4ccccc43)nnc12
  0, 3, 2, 7, 4, 4, -6, -18, -3, -12, 5
> CCCCn1c(N)c(N(CC(C)C)C(=O)c2ccc(S(=O)(=O)N3CCCCCC3)cc2)c(=O)[nH]c1=O
  7, -4, 2, 7, -8, 2, -3, -16, -9, 1, -16
> CC(Oc1cccc(Cl)c1)C(=O)Nc1ccc(N2CCOCC2)cc1N1CCOCC1 (centres undefined)
  9, 1, 9, 2, 21, -7, -6, -20, 13, -21, 16
> CC(C(=O)c1ccccc1)[n+]1cccc(C(N)=O)c1 (centres undefined)
  6, 8, -3, 22, 14, -18, -6, -4, -3, -27, -6
> O=S(=O)(Nc1nc2ccccc2nc1Cl)c1ccc2ccccc2c1
  3, 18, -12, 0, -4, -18, -11, -8, 4, 3, -3
> COc1ccccc1NC(=O)COC(=O)Cc1ccc(S(=O)(=O)N2CCCCC2)s1
  -2, -4, 1, 3, 5, -3, 1, -8, -5, -9, -10
> COc1ccccc1N1CCN(C(=O)c2noc(C)c2[N+](=O)[O-])CC1
  16, 7, 11, -4, -25, -9, 6, -35, -5, 10, -6
> COc1ccc(C(=S)Nc2ccccc2)cc1
  -44, 6, -18, 4, -8, -19, -6, -54, 0, -46, -89
> CC(C)c1ccc(NC(=O)Nc2nc(CN)cs2)cc1
  -86, 49, x, -10, -58, -30, x, -78, -2, -89, -99
> Clc1nc(CN2CCCCC2)nc2sc3c(c12)CCC3
  14, 38, 11, -18, 3, -6, -8, 7, 10, 2, -3
> CCCCCCC(=O)NC(Nc1ccc(S(N)(=O)=O)cc1)C(Cl)(Cl)Cl (centres undefined)
  10, 2, -12, -4, 21, 15, -6, 9, -7, -1, 0
> CC[n+]1c(/C=C/c2ccc(OC(C)=O)c(OC)c2)ccc2ccccc21
  -23, 18, -13, 0, -37, -50, 2, 9, -10, -59, 8
> CCOC(=O)/C=C1\CN(C(C)c2ccccc2)S(=O)(=O)c2ccccc21 (centres undefined)
  -13, -5, -3, -2, -5, -5, 1, -5, 1, 0, 10
> O=C(NC1CCN(S(=O)(=O)c2ccccc2F)CC1)c1cccnc1
  7, -5, -2, 14, -1, -14, 1, -25, 5, -7, 1
> O=C(Nc1ccc(S(=O)(=O)N2CCC(C(=O)NC3CCCCC3)CC2)cc1)c1ccco1
  -26, 8, -12, 1, 9, 13, -3, 0, -3, 6, 12
> CC(C)Cc1cc(C(=O)N2CCN(C(c3ccccc3)c3ccccc3)CC2)no1
  9, 3, 7, 4, 6, 1, -4, -17, 2, 24, 8
> Cn1c(=O)[nH]c(=O)c2c1nc(N1CCCCC1)n2C/C=N/NC(=O)c1cc(Br)ccc1O
  0, -5, 5, 0, -16, 2, -4, -28, -7, 7, -22
> CC1CCN(C(=O)CN2C(=O)C(=O)N(C)C2=O)c2ccccc2S1 (centres undefined)
  7, 13, -5, 8, -21, -12, -9, -10, -11, -24, -10
> Cn1c(-c2ccccc2)cc(=O)cc1-c1ccccc1
  -9, 5, -6, 1, 8, -2, -10, 0, -2, 28, -14
> COC(=O)c1ccc(Cn2c(C)c(C(=O)NCc3cccc([N+](=O)[O-])c3)sc2=O)o1
  -27, -11, x, -4, -13, 2, x, 11, -9, -9, 3
> CCNC(=O)C1(C)CCN(C(=O)c2ccccc2OC(F)(F)F)C1 (centres undefined)
  5, -16, x, 11, 16, 1, x, 5, -16, 2, 1
> O=C(NNC(=O)C12CC3CC(CC(Br)(C3)C1)C2)c1ccccc1F
  19, 5, -4, 22, 11, -30, -4, -6, -7, -9, -9
> Cc1ccc(OCCOCCn2ccnc2)c(Br)c1
  -1, -5, 3, 2, -24, -15, 0, -14, -1, 8, 1
> CCCOc1ccc(C(=O)NCCC(=O)NCCCC(=O)O)cc1
  9, 7, -3, 1, -16, 7, -6, 7, -5, 20, 16
> O=C(Nc1cccc(-c2cn3ccsc3n2)c1)c1ccccc1
  -44, -5, 0, -1, -20, -6, 1, -22, -11, -27, -10
> CS(=O)(=O)c1ccccc1C(=O)Nc1cccc2ncccc12
  5, 8, 2, 0, -1, -4, -4, -39, -2, 9, -7
> Cc1cc(Nc2ccc(Br)cc2)nc(-c2ccccc2O)n1
  6, 9, -4, 4, -3, -2, -5, 12, -5, -38, 16
> O=C1c2ccccc2C(=O)N1CCn1ccnc1
  -4, -9, 5, 2, 12, -17, -1, 7, 3, -10, 7
> Cc1ccccc1-n1nnnc1SCC(=O)NCC1(N2CCOCC2)CCCCC1
  22, 2, -6, -8, 5, 18, -6, -18, 0, -17, 28
> Cc1cc(OCCCCOc2ccc(S(N)(=O)=O)c(C)c2)ccc1S(N)(=O)=O
  11, 17, -12, -12, 18, -8, 13, -7, -8, 7, 12
> Cc1ccc(OCc2nc(C#N)c(N3CCCC3)o2)cc1
  4, 6, -3, x, -28, -3, 11, -5, 4, -19, -24
> COc1cccc(NC(C)=[N+](C)CCNS(=O)(=O)c2ccc(Cl)cc2)c1
  -8, 16, -5, x, -12, 11, -4, -14, -8, -16, -2

The listing continues.
Screens in order: NCOA3 inh, TRAIL sens C8, TLR9-MyD88 inh, Vif inh, TROY NFkB inh, COUP-TFII inh, LMP1 NFkB inh, NCOA1 inh, NOD2-RIPK2 inh, SRC2 inh, NR5A2 inv ag
> O=C(COC(=O)C12CC3CC(CC(O)(C3)C1)C2)Nc1ccc(Cl)cc1F
  -41, 0, 5, 1, 45, -41, -20, -70, -2, -80, -57
> O=C(COC(=O)Cc1cccs1)NCC(=O)Nc1ccc(F)cc1
  -22, 0, 6, 25, -3, 5, -4, -5, -17, 0, -10
> CCCCn1c(N)c(NCc2ccccc2OC)c(=O)[nH]c1=O
  17, 2, -7, -3, -2, 1, -10, 13, -4, -18, 1
> Cc1ccccc1OCC(=O)NC1=NCCS1
  -92, 18, -3, -4, -38, -10, -10, -73, -6, -34, -107
> COc1ccc(OC)c(C(=O)c2ccc(C(=O)Nc3ccccc3)cc2)c1
  9, 3, -6, 3, 8, -4, -1, 17, -1, 1, 18
> COc1ccc(C(=O)CSc2nnc(CNC(=O)c3ccco3)n2C)cc1
  17, 0, 1, 0, 0, 4, 3, 6, 5, 17, 8
> O=S(=O)(Nc1cccc(Cl)c1)c1cccc(-n2cnnn2)c1
  6, 1, -13, 3, -19, -2, -9, 5, -6, -18, 6
> CC1CCc2sc(C(=O)NC3CCN(Cc4ccccc4)CC3)cc2C1 (centres undefined)
  9, 9, -3, -3, -2, 19, -1, -6, -5, 2, 2
> COc1ccc(C2=NN(C(=O)c3ccco3)C(c3cccs3)C2)cc1OC (centres undefined)
  -28, 2, -6, x, 22, -25, 6, -26, 1, -24, -9

Screening data as filed in PubChem.
